FEN1 inhibitor: qHTS Assay for the Inhibitors of Human Flap endonuclease 1 (FEN1); Recombinant FEN1 flap cleavage, fluorescence, 15 min; Potency, µM (doses to about 114 µM), for inactives: top-dose activity change, negative = inhibition, most hits filed as inhibitors; hit rate 0.35% among 390,000; also: nearly all actives have a fitted effect of over 65% in size
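In this screen, 50 nM flap DNA substrate was added to 10 nM FEN1 pretreated with compound for 15 min at room temperature; cleavage was followed with reads at 0 and 15 min, and Hill fitting gave concentration–response parameters.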
N370S GC: qHTS Assay for Inhibitors and Activators of N370S glucocerebrosidase as a Potential Chaperone Treatment of Gaucher Disease. Potency, µM (series often up to 59.4 µM), without a hit: top-dose activity change, negative = inhibition, usual class: inhibitors. hit rate 0.092% among 330,000. Lysosomal acid glucosylceramidase (Homo sapiens), P04062. N370S GC spleen homogenate, 4MU-glucoside fluorescence. AID 2101, 2009;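 also: 0% = full enzyme activity and -100% = no enzyme basal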
KAT2A inh: qHTS Assay for Inhibitors of GCN5L2; GCN5L2 HAT assay, ThioGlo1 CoA-SH fluorescence; Potency, µM (doses to about 58.9 µM), without a hit: at the highest dose activity change, negative = inhibition, usual class: inhibitors; hit rate 0.21% among 390,000; AID 504327, 2011
Target sequence (Q92830 whole entry, looked up): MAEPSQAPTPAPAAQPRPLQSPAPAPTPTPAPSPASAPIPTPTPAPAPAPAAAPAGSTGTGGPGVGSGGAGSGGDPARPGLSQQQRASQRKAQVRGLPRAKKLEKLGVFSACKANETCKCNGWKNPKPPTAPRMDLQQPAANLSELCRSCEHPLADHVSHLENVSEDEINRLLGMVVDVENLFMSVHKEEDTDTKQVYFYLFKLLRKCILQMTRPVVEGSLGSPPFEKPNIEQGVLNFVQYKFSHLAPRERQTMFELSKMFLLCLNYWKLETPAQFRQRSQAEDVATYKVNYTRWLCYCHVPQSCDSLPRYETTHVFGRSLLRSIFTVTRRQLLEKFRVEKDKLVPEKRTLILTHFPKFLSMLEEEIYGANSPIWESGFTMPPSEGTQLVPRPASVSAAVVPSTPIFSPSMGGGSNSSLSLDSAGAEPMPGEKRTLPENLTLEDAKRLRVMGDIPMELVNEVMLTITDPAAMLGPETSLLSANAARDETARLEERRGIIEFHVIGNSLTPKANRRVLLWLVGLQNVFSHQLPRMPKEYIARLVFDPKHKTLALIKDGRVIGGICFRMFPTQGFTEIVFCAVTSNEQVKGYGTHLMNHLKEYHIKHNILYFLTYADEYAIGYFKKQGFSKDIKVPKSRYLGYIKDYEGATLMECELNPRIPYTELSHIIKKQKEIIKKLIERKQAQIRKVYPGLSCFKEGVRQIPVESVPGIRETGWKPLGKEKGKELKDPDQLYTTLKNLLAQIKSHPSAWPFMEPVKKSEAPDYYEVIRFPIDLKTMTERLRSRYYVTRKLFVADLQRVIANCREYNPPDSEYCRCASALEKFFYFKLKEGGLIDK
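Preincubate 20nM GCN5L2 with compound 15 min, RT → add 50uM ThioGlo1 + 75uM H3(1-25) + 70uM acetyl-CoA → read fluorescence 0 and 20 min. Primary qHTS; fluorescent artifacts likely.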
The depositor's hits bear a star; ? = inconclusive; · = no result given; [ ] = another dose, or the depositor's remark. Calls follow the shape of the dose curve; as a rule, active = well fitted curve in the direction sought with a large enough effect; inconclusive = small, poorly fitted or top-dose-only effect, or another doubt; inactive = no such curve, though single readings can be large; an effect the other way counts as inactive or inconclusive. Unless noted, % is scaled to controls: 0 for no effect and ±100 for the full control effect; potency is read from the fitted curve at half-maximal effect. This is a subset. The share of hits here may be higher or lower than overall.

FEN1 inhibitor	N370S GC	KAT2A inh	mol
19%	-10%	24%	COc1cc(/C=N/NC(=O)CCn2c3ccccc3c3ccccc32)cc(OC)c1OC
18%	7%	-6%	CCOCCCNC(=S)Nc1ccc2nc3n(c(=O)c2c1)CCCCC3
-5%	1%	-2%	COc1ccc(NC(=S)NCCc2ccccc2)c(C)c1
8%	0%	-9%	COc1cc(CN2CCSCC2)c([N+](=O)[O-])cc1OC
?	2%	-4%	COCCCN1C(=O)c2ccc(C(=O)Nc3ccccc3Cl)cc2C1=O
15%	·	3%	Cc1ccc(-c2nc3ccc(Cl)cn3c2Nc2ccccc2C)s1
-5%	8%	-20%	CCOc1ccc(NC(=S)NC(C)CCc2ccccc2)cc1 (stereo not drawn)
5%	13%	0%	CC(C)(C)N(NC(=O)Nc1ccc(F)cc1)C(=O)c1ccccc1
7%	13%	?	O=C(c1ccc(Cl)cc1)N1N=C(c2ccccn2)CC1(O)C(F)(F)F (stereo not drawn)
-11%	14%	1%	O=C(NC(Cc1c[nH]c2ccccc12)C(=O)N/N=C/c1cccnc1)c1cccs1 (stereo not drawn)
-1%	-11%[2.35 µM]	-2%	O=S(=O)(Nc1ccc2c(c1)OCO2)c1cccs1
13%	6%	-13%	COc1cccc(-c2nn(-c3ccccc3)cc2C(=O)OCC(=O)Nc2ncc(Cl)cc2Cl)c1
-13%	·	-8%	Cc1cccc(N2CCN(Cc3nnc(-c4ccc5c(c4)OCO5)o3)CC2)c1C
2%	-1%	-13%	NS(=O)(=O)c1ccc(CCNC(=O)COC(=O)C2CCN(c3ccc(C(F)(F)F)cn3)CC2)cc1
-12%	·	-6%	O=S(=O)(c1ccc(NCCOc2ccccc2)nc1)N1CCCC1
-22%	·	-13%	CCCCOC(=O)c1cccc(NC(=O)/C=C/c2ccccc2Cl)c1
-2%	-7%	-3%	COc1ccc(C(CNC(=O)c2cccc(NS(=O)(=O)c3ccc(Br)cc3)c2)N(C)C)cc1 (stereo not drawn)
15%	-1%	1%	Cc1cc(C)c[n+](CC(=O)c2ccc(C)c([N+](=O)[O-])c2)c1
5%	19%	-3%	O=S(=O)(NCCCc1ccccc1)c1ccccc1
-6%	-6%	-4%	O=[N+]([O-])c1cccc(/C=N/Nc2ccccn2)c1
0%	4%	-3%	COC(=O)CCC(=O)c1oc2ccc(Br)cc2c1N
-6%	0%	-6%	COc1ccc(CNC(=O)COc2cccnc2[N+](=O)[O-])cc1
-13%	21%	-2%	COc1ccc(C(NC(=O)c2ccc(F)cc2)c2ccccc2)cc1 (stereo not drawn)
-17%	·	2%	Cc1ccc(C)c(N2CCN(C(=O)CN3CCSc4ccccc43)CC2)c1
-13%	-21%	-6%	Cc1ccccc1OCCN1CCC(Cc2ccccc2)CC1

Given with values under each structure: part of the list above
Values run as follows: FEN1 inhibitor	N370S GC	KAT2A inh
CCOCCCNC(=S)Nc1ccc2nc3n(c(=O)c2c1)CCCCC3
  18%	7%	-6%
COc1ccc(NC(=S)NCCc2ccccc2)c(C)c1
  -5%	1%	-2%
COc1cc(CN2CCSCC2)c([N+](=O)[O-])cc1OC
  8%	0%	-9%
COCCCN1C(=O)c2ccc(C(=O)Nc3ccccc3Cl)cc2C1=O
  ?	2%	-4%
Cc1ccc(-c2nc3ccc(Cl)cn3c2Nc2ccccc2C)s1
  15%	·	3%
CCOc1ccc(NC(=S)NC(C)CCc2ccccc2)cc1 (stereo not drawn)
  -5%	8%	-20%
CC(C)(C)N(NC(=O)Nc1ccc(F)cc1)C(=O)c1ccccc1
  5%	13%	0%
O=C(c1ccc(Cl)cc1)N1N=C(c2ccccn2)CC1(O)C(F)(F)F (stereo not drawn)
  7%	13%	?
O=C(NC(Cc1c[nH]c2ccccc12)C(=O)N/N=C/c1cccnc1)c1cccs1 (stereo not drawn)
  -11%	14%	1%
O=S(=O)(Nc1ccc2c(c1)OCO2)c1cccs1
  -1%	-11%[2.35 µM]	-2%
COc1cccc(-c2nn(-c3ccccc3)cc2C(=O)OCC(=O)Nc2ncc(Cl)cc2Cl)c1
  13%	6%	-13%
Cc1cccc(N2CCN(Cc3nnc(-c4ccc5c(c4)OCO5)o3)CC2)c1C
  -13%	·	-8%

(continued)
FEN1 inhibitor	N370S GC	KAT2A inh	mol
-11%	-12%	-8%	Cc1cc(C(=O)CC#N)c(C)n1-c1ccc(OC(F)F)cc1
9%	5%	-8%	O=C(C1=C[C@H](C2CC2)C[C@H](OCCCCO)O1)N1CCOCC1
-2%	·	3%	Cc1ccsc1C(=O)OCC(=O)N1CC(C)CC(C)C1 (stereo not drawn)
-14%	-3%	-8%	COc1cccc(NS(=O)(=O)c2nc3nc(C)cc(C)n3n2)c1
0%	-7%	-6%	Cc1cc(C(=O)COC(=O)Cc2n[nH]c(=O)c3ccccc23)c(C)n1-c1ccc2c(c1)OCO2
-1%	17%	-5%	CCCN=C(C)C1=C(O)c2ccccc2C1=O
-12%	·	-2%	COC(=O)C1CCN(C(=O)c2ccc(OC)c(S(=O)(=O)N3CCCc4ccccc43)c2)CC1
-2%	4%	-6%	CC1CCN(C(=O)Cn2ncc3c4ccccc4n(C)c3c2=O)CC1
?	·	-5%	CC(NC(=O)c1sc2ncccc2c1-n1cccc1)c1ccccc1 (stereo not drawn)
12%	-2%	-12%	Cc1cc[n+](-c2ccccc2)c2ccccc12
0%	·	-3%	C[C@H](CO)N1C[C@H](C)[C@@H](CN(C)S(=O)(=O)c2cccs2)Oc2ccc(NC(=O)c3ccncc3)cc2C1=O
-2%	·	2%	COC(=O)c1ccccc1NC(=O)c1oc2ccc3c(c2c1C)C(=O)CC(C)(C)O3
11%	-1%	1%	COC(=O)c1onc(-c2c(Cl)cccc2Cl)c1C(=O)OC
-4%	?	-12%	O=C(NCc1ccco1)c1cc(-c2ccccc2)c(N2CCOCC2)s1
-2%	-1%	-18%	COC(=O)COc1c(/C=C\c2nc(O)c([N+](=O)[O-])c(=O)[nH]2)cccc1OC
-8%	5%	-22%	CC1(c2nnc(Cc3ccccc3)o2)CC(c2cccc(Cl)c2)=NO1 (stereo not drawn)
-11%	·	1%	COc1cc(CC(=O)OCC(=O)Nc2ccccc2C#N)cc(OC)c1OC
9%	·	-23%	O=C(NCCc1ccc(F)cc1)c1ccc(Cl)c(S(=O)(=O)N2CCOCC2)c1
-4%	·	1%	CC(=O)N1CCC(N(Cc2ccco2)C(=O)Nc2ccc(C)c(Cl)c2)CC1
-19%	·	-3%	O=C(O)COc1ccccc1C1Nc2ccccc2-c2nnc(SCc3ccc(Cl)cc3)nc2O1 (stereo not drawn)
2%	·	0%	C=CCC[C@@H](Cc1ccc(F)cc1)C(=O)OCCNC(=O)[C@H](CC=C)CC(=O)NCCO
-2%	·	5%	CCn1c(=O)n(-c2ccc(F)cc2)c(=O)c2sc3ccccc3c21
-5%	-29%	-7%	O=C(Nc1ccc(Nc2ccccc2)cc1)c1ccccc1F
-11%	3%	-13%	CCCCCCSc1ccc([C@@H]2[C@H]3C(=O)N(C)C(=O)[C@H]3[C@]3(C(=O)OC)CCCCN23)cc1
12%	-13%	-1%	COc1cccc(CNC(=O)c2ccc(C3SCCS3)cc2)c1
·	-4%	-13%	CC(=O)/C=C\C1[C@]2(C)CCCC(C)(C)C2CC[C@@]1(C)O (stereo partly drawn)
7%	-13%	2%	CCOC(=O)C1C(=O)CC(C)(O)C(C(=O)OCC)C1c1ccc(NC(C)=O)cc1 (stereo not drawn)
3%	-4%	-1%	CC(C)CN1C(=O)c2ccc(NC(=O)Cc3ccccc3)cc2C1=O
-20%	·	2%	CC(Sc1nnnn1C)C(=O)Nc1nc(-c2ccc(F)c(F)c2)cs1 (stereo not drawn)
-3%	-10%	0%	O=C(Cc1cccs1)N(Cc1cccs1)C1(C(=O)NC2CCCCC2)CCCCC1
5%	4%	0%	Cn1c(=O)oc2cc(S(=O)(=O)N3CCCCC3)ccc21
-6%	-18%	1%	COc1ccc(NC(=O)N2CCCC(c3nc(-c4ccc(F)cc4)no3)C2)cc1 (stereo not drawn)
3%	-4%	0%	Cc1cccc(NC(=S)c2nc3ccccc3s2)c1
-1%	·	-4%	CCc1nn2c(=O)cc(COC(=O)COc3ccc(OC)cc3)nc2s1
2%	4%	1%	CN1C(=O)NC(c2ccccc2)C2=C1CN(Cc1ccco1)C2=O (stereo not drawn)
-19%	?	-27%	Cc1[nH]c2ccccc2c1/C=N/NC(=O)c1cccc(F)c1
7%	·	-4%	CCc1ccc(C(=O)c2cn(CC(=O)Nc3cccc(OC)c3)c3cc4c(cc3c2=O)OCO4)cc1
11%	-4%	-21%	COc1ccc(-c2nc(C3CCCCC3)c3cc(OC)ccc3n2)cc1
1%	·	1%	COc1ccccc1NC(=O)CSc1nc(O)c(C/C=C/c2ccccc2)c(=O)[nH]1
8%	-26%	-3%	COC(=O)c1ccc(CSc2ncnc3c2oc2ccccc23)o1
-2%	·	-1%	COc1ccc2c(c1)c(CC(=O)Nc1cccc(F)c1C)c(C)n2C(=O)c1ccc(Cl)cc1
-9%	-19%	-17%	CCN(CC)CCNC(=O)c1ccc(-n2c(C)cc3c2CCCC3=O)cc1
1%	3%	-1%	CCOC(=O)c1ccc(NC2OC(=O)c3ccccc32)cc1 (stereo not drawn)
-15%	2%	-4%	COc1ccc(CS(=O)(=O)/C(Cl)=C(/Cl)C(=O)Nc2ccc(OC)nc2)cc1
8%	0%	-3%	COc1ccc(NC(=O)c2ccc(NC(=O)c3ccco3)cc2)c(OC)c1
-2%	0%	-25%	Cc1oc2cc3oc(=O)c(CCC(=O)N(C)CC(=O)O)c(C)c3cc2c1C
-2%	-4%	-2%	OCC12COC(c3ccccc3)N1C(c1ccccc1)OC2 (stereo not drawn)
11%	-6%	-5%	O=C(C1CCCO1)N1CCN(Cc2nc3ccccc3c(=O)[nH]2)CC1 (stereo not drawn)
-4%	-1%	-3%	N#Cc1c(NC(=O)CN2CCN(C(=O)c3ccco3)CC2)sc2c1CCCCC2
-18%	-5%	-24%	CCOC(=O)CSc1nc2c(sc(=S)n2Cc2ccco2)c(=O)n1-c1ccc(F)cc1

Remaining list, next part:
FEN1 inhibitor	N370S GC	KAT2A inh	mol
-4%	-25%	-4%	Cc1ccccc1N(CC(=O)N/N=C/c1ccccc1Cl)C(=O)c1ccccc1
-9%	4%	2%	COc1cccc(C(C(=O)NCc2ccccc2)N(C(=O)c2csnn2)C2CC2)c1 (stereo not drawn)
10%	-1%	3%	O=C1CCC([N+](=O)[O-])C(c2cc3c(cc2Cl)OCO3)N1 (stereo not drawn)
14%	24%	-3%	O=C1C(Cl)=C(N2CCCCCC2)C(=O)N1c1ccc(Br)cc1
-3%	-5%	-1%	COc1ccc(CCNC(=O)C2CCCN(S(=O)(=O)c3cc(C)ccc3OC)C2)cc1OC (stereo not drawn)
-9%	-6%	-19%	O=C(Nc1nc(-c2ccco2)c(-c2ccco2)s1)c1cnccn1
13%	23%	-11%	O=C(O)c1ccc(/C=C2\CCCc3c2nc2ccccc2c3C(=O)O)cc1
19%	-12%	4%	COc1ccc2ccccc2c1-c1csc(N)n1
8%	8%	-1%	O=C(Cc1sc(-c2ccccc2Cl)nc1-c1ccccc1)Nc1ccc(F)cc1
-2%	7%	2%	O=C(NNc1cccc(Cl)n1)c1c(Cl)cccc1Cl
-10%	-7%	?	COc1cccc(OCc2cc(C(=O)N(Cc3nccn3C)C(C)C)no2)c1
-16%	?	-12%	COc1ccc(Cn2nnnc2CN(Cc2cc3cc(C)ccc3[nH]c2=O)C2CCCC2)cc1
1%	6%	-6%	O=C(CCC(=O)OCc1ccc(C(=O)Oc2ccc(Cl)cc2)cc1)Nc1ccccc1
3%	-9%	7%	COc1ccc(OC)c(-n2c(=O)c3ccccc3c3ccccc3c2=O)c1
-8%	·	-1%	CCOC(=O)c1c(C)[nH]c(C(C)=NNC(=O)Cn2nc(C)cc2C)c1C
-21%	-30%	-5%	CC(C)C1C(c2ccccc2)NC(c2ccccc2)CC1(O)c1ccc(F)cc1 (stereo not drawn)
-4%	·	0%	C[C@H](CO)N1C[C@H](C)[C@@H](CN(C)C(=O)Nc2ccccc2)Oc2c(NS(=O)(=O)c3cccs3)cccc2C1=O
-5%	10%	1%	O=C(Nc1ccccn1)c1ccc([N+](=O)[O-])o1
9%	6%	1%	CC(=O)NC(CCCNC(=S)NC1CCCCC1)C(=O)O (stereo not drawn)
2%	1%	-4%	Cc1ccc(S(=O)(=O)N2CCCCC2)cc1NC(=O)c1nn(C)c(=O)c2ccccc12
-4%	-2%	0%	CC/C(O)=C1\C(=O)CCCC1=NCCc1c(C)[nH]c2ccc(C)cc12
-9%	-1%	-3%	CCc1cccc(C)c1NS(=O)(=O)Cc1ccccc1
